High-throughput results: PubChem BioAssay, several laboratories
phage Ecoli inh = growth loss of phage-infected E. coli, primary screen, RecBCD inhibitor project, absorbance, with phage, HTS; inhibition, % at 11.9 µM; 360,000 compounds, 0.26% hits; in the data active means inhibition above about 11%
PKA-R1A activ = activators of PKA-R1A holoenzyme, primary screen, biochemical, fluorescence polarization, Cy5-IP20, bovine R1A, mouse PKAc; PKA-R1A dissociation; scaled: DMSO 0%, 113 µM cGMP 100%; activation, % at 11.4 µM; AID 504707, 2011; cAMP-dependent protein kinase type I-alpha regulatory subunit (Bos taurus) + …; 340,000 compounds, 0.083% hits;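 active means percent activation above the mean of all tested compounds plus 3 SD, cut at about 19% in these data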;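 further: higher means more PKAc released from R1A so a rise in polarization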
HTR5A ag ctr = HTR5A agonists in luminescence cell assay, primary screen, counter-screen for OPRM1-OPRD1 heterodimer agonist project, full-deck HTS. 5-hydroxytryptamine receptor 5A (Homo sapiens), P47898. cell-based. activation, % at 9.3 µM. 340,000 compounds, 0.61% hits. AID 504692, 2011; in the data active means activation mostly above about 9.5%, no sharp cut-off; inactive means mostly below about 7.6%;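 further: 0% = cells with vehicle only and 100% = reference agonist; strong numbers were not always called active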
Target sequence (P47898 whole entry, looked up): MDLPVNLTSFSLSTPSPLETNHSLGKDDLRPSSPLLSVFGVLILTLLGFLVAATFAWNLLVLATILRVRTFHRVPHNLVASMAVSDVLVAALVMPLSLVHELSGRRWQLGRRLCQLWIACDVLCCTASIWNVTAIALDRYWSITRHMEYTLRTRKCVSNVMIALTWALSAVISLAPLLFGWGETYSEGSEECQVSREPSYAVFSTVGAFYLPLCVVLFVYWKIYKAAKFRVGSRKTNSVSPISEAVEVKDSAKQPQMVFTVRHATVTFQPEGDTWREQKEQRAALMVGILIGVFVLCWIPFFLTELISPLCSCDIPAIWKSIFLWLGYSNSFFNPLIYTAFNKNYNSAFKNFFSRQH
AddAB inh = growth inhibition of E. coli expressing H. pylori AddAB, primary screen, AddAB inhibitor project, absorbance; inhibition, % at 11.9 µM; 330,000 compounds, 0.29% hits; in the data active means inhibition above about 12%;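 further: 0% = vehicle wells of infected cells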
HTR5A inv ag = HTR5A inverse agonists in luminescence cell assay, primary screen, counter-screen for OPRM1-OPRD1 heterodimer inverse agonist project, full-deck HTS; 340,000 compounds, 0.083% hits; inhibition, % at 9.3 µM; AID 504634, 2011; HTR5A cell line, inverse agonism; 5-hydroxytryptamine receptor 5A (Homo sapiens), P47898; in the data active means inhibition mostly above about 23%, no sharp cut-off; inactive means mostly below about 18%;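 further: 0% = cells with DMSO and 100% = no-cell wells with DMSO; some compounds called inactive have numbers as strong as hits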
Mot1-301 SUMO = yeast Mot1-301 growth rescue at high temperature, primary screen, SUMOylation pathway inhibitor project, S. cerevisiae, ATP luminescence, 38.5C; S. cerevisiae Mot1-301 growth rescue; percent above DMSO median, 100 means doubled; AID 2716, 2010; growth rescue, % at 18.8 µM; 320,000 compounds, 1% hits;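 active means every valid replicate shows activation above 250% relative to neutral control wells; inactive means the rest, any valid replicate at or below 250%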;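 further: OY570 slx delta 5 strain wells were the positive control but not used for scaling; some compounds called inactive have numbers as strong as hits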
OPRM1-OPRD1 ag = agonists of OPRM1-OPRD1 heterodimerization, primary screen, cell-based, luminescence; Mu-type opioid receptor (Homo sapiens) + Delta-type opioid receptor (Homo sapiens), …; cells; activation, % at 9.3 µM; 340,000 compounds, 0.3% hits; AID 504326, 2011; in the data active means activation above about 18%;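 further: 0% = vehicle-treated cells and 100% = reference agonist; values of inactives mirror those of a sister screen read the other way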
PfHsp90 yeast 2 = growth inhibition of PfHsp90-expressing yeast, primary screen, antimalarial PfHsp90 inhibitor project, S. cerevisiae, BacTiter-Glo luminescence, single point, set 2 | 310,000 compounds, 0.32% hits | inhibition, % at 9.4 µM | BacTiter-Glo ATP, 48 h; yeast lacking PDR1 and PDR3 efflux regulators;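 active means every replicate shows inhibition above about 80%, whatever the replicate mean, limit read from the data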;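 further: 0% = DMSO neutral controls and 100% = 20 µM radicicol positive controls; yeast relying on Plasmodium falciparum Hsp90 in place of its own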
Ecoli viability = E. coli V3065 growth inhibition, primary screen, counter-screen for AddAB inhibitor project, absorbance, OD600; AID 449728, 2010; 330,000 compounds, 0.27% hits; inhibition, % at 11.9 µM; 18 h;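 active means inhibition above the campaign's mean inhibition across all tested compounds plus 3 SD, cut at about 9.9% in these data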;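 further: uninfected addAB+ strain grown without phage in ampicillin broth; 0% = DMSO wells and 100% = ciprofloxacin 0.95 µg/ml wells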
DSG3 Ab inh = inhibitors of pemphigus antibody binding to DSG3, primary screen, biochemical, bead-based, flow cytometry, scFv-GFP; DSG3-coupled beads, scFv-anti-DSG3-GFP binding; hits give low values; Desmoglein-3 (Homo sapiens), P32926; 310,000 compounds, 0.48% hits; AID 588358, 2011; binding (percent of control), % at 10 µM;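 active means binding more than 3 SD below its plate's average and above zero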;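 further: hits lower antibody fragment binding to DSG3; some compounds called inactive have numbers as strong as hits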
MOR-DOR inv ag = inverse agonists of MOR-DOR heterodimerization, primary screen, cell-based, luminescence. inhibition, % at 9.3 µM. AID 504357, 2011. Mu-type opioid receptor (Homo sapiens) + Delta-type opioid receptor (Homo sapiens), …. cell-based MOR-DOR heterodimer luminescence, inverse agonism. 340,000 compounds, 0.21% hits; in the data active means inhibition above about 22%, passing the limit was not always enough;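 further: 0% = cells with DMSO and 100% = wells without cells with DMSO; values of inactives mirror those of a sister screen read the other way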
The depositor's hits bear a star; x = no result given. This is a random part of the collection; about 3.2% have a hit in one of these screens.

Results follow in this order: phage Ecoli inh	PKA-R1A activ	HTR5A ag ctr	AddAB inh	HTR5A inv ag	Mot1-301 SUMO	OPRM1-OPRD1 ag	PfHsp90 yeast 2	Ecoli viability	DSG3 Ab inh	MOR-DOR inv ag
> COc1ccc(OC)c(NC(=S)N(CCc2c(C)[nH]c3ccc(C)cc23)Cc2cccs2)c1
→ 3.3	-14	24*	-0.2	-68	11	3.9	2	0.4	100	-20
> COc1ccc(-n2c(=O)c3c4c(sc3n(CC(=O)NC3CCCC3)c2=O)CCCC4)c(OC)c1
→ 1.3	4	-3	-1.8	13	-22	-3.5	3	0.1	101	18
> O=C(N/C(=C/C=C/c1ccccc1)C(=O)N1CCCCC1)c1ccc([N+](=O)[O-])cc1
→ 1.3	-6	-6	1.2	16	-28	2.6	17	0.3	98	-12
> COc1ccc(CNc2nc(NCc3ccc(OC)cc3)c3ncn(C4CCCC4)c3n2)cc1
→ x	0	-1	2.8	2	2	-2.0	-7	1.3	100	12
> CC(NC(=O)c1ccccc1F)c1nnc(SCC(=O)N2CCN(c3ccccc3)CC2)n1C (stereo unspecified)
→ -6.1	-2	-1	-0.8	9	-13	-1.8	x	0.2	116	9
> COc1ccc(NC(=O)COc2ccc3c(C)cc(=O)oc3c2)cc1S(=O)(=O)N1CCCCC1
→ 0.4	4	-3	-3.0	-22	-11	-2.9	x	0.8	89	15
> O=C(Nc1ccccc1)Nc1nc(-c2ccc(Cl)cc2)cs1
→ 6.5	3	2	2.6	-1	11	-1.5	15	-0.8	110	8
> C=CCNC(=S)NNC(=O)c1ccc(=O)n(Cc2ccc(Cl)cc2Cl)c1
→ 5.9	-4	0	-0.2	7	-21	-6.0	-22	2.2	95	28
> CCCCNCCOCCOc1ccccc1-c1ccccc1
→ 1.0	-14	-4	4.6	-17	3	1.4	9	2.7	102	-9
> CCN(c1cccc(C)c1)S(=O)(=O)c1cccc(C(=O)O)c1
→ 2.8	1	-1	1.1	14	7	-1.8	-13	-1.5	106	10
> CC1CCCCC1NC(=O)COC(=O)c1ccc2c(c1Cl)C(=O)c1ccccc1C2=O (stereo unspecified)
→ 1.1	-14	6	2.2	-15	0	5.8	-25	1.3	88	-42
> CCCCN(C(=O)CSc1nnc(Nc2ccc(C)c(C)c2)s1)c1c(N)n(Cc2ccccc2)c(=O)[nH]c1=O
→ 2.0	-3	2	-0.4	-4	-3	-1.5	x	-1.8	103	7
> O=C(NCCCN1CCCC1)c1cccc(N2CCCC2=O)c1
→ 2.2	-5	-5	3.7	-17	-7	-1.5	0	-0.5	112	9
> O=C(Cc1nnc(NC(=O)c2ccccc2)s1)N/N=C/c1ccco1
→ 4.0	-12	-3	-1.2	25	6	-1.3	-25	-1.4	99	8
> Cc1cc(NC(=O)CCc2ccc(-c3ccccc3)o2)no1
→ -2.4	-6	7	3.3	-18	-13	-4.3	-14	-1.2	105	22
> CC1=C(C(=O)NC2CCC(C)CC2)C2(CCC(C)CC2)OC1=O (stereo unspecified)
→ 2.7	-18	0	-2.5	-6	5	-0.4	-12	-0.3	95	2
> CCN(C(=O)c1cnc(NC(C)C)cc1C(F)(F)F)c1ccc(Cl)cc1Cl
→ 0.6	-20	6	4.0	7	-13	2.0	5	2.5	105	-10
> Cc1ccc(OCC(=O)NNC(=O)CSc2ncc(C#N)c(N)n2)cc1
→ 6.0	4	-2	9.5	8	-6	-2.3	-8	2.2	x	12
> Cc1cc(C)c2c(N)c(C(=O)c3ccccc3)oc2n1
→ 2.0	-3	3	0.7	13	x	-0.4	3	-0.2	104	2
> CCN1CCN(c2ccc(S(=O)(=O)N3CCCCC3)cc2NC(=O)c2ccc(C)c(C)c2)CC1
→ 0.7	-4	1	x	-5	x	-0.9	7	x	102	3
> O=C(NC(=S)Nc1ccccc1[N+](=O)[O-])c1ccco1
→ 3.1	-16	-3	1.5	8	-9	-4.0	-4	-0.5	80	23
> CCc1noc(C)c1C(=O)N1CCN(c2cccc(C)c2C)CC1
→ 0.6	-12	1	-1.4	-5	9	-0.6	x	0.8	98	4
> CCC/C(O)=C1\C(=O)CC(c2ccccc2)CC1=NC (stereo unspecified)
→ -1.2	-10	0	3.6	-17	x	-0.5	x	-1.7	83	3
> O=C(Nc1ccc(S(=O)(=O)N2CCOCC2)cc1)c1ccc([N+](=O)[O-])o1
→ 5.8	-11	-3	6.2	9	80	7.0	14	4.1	101	-35
> Cc1c(NC(=O)C(C)n2cc([N+](=O)[O-])cn2)c(=O)n(-c2ccccc2)n1C (stereo unspecified)
→ -0.9	-10	-2	3.7	5	483	-2.8	-3	-2.2	96	13
> Cc1ccc(C(=O)NCCN2CCOCC2)cc1Cl
→ 2.6	2	7	2.0	-20	-8	1.7	3	1.6	95	-11
> Brc1ccc(CNCC2CCCO2)cc1 (stereo unspecified)
→ -0.3	-1	8	1.9	2	219	-0.5	-5	-1.7	113	3
> CSc1sc(C)cc1C1C(C#N)=C(N)N(c2cccnc2)C2=C1C(=O)CC(C)(C)C2 (stereo unspecified)
→ 1.4	-12	-1	2.7	-16	56	2.5	-26	-0.5	x	-10
> CCCCn1c(SCC(=O)Nc2nnc(CC)s2)nc2c1c(=O)n(C)c(=O)n2C
→ 0.6	3	3	0.0	-5	0	-0.8	21	-0.4	99	4
> CCC1(c2ccc(Cl)cc2)NC(=S)N(c2ccc(C)c(C)c2)N1 (stereo unspecified)
→ 2.2	-2	-3	-0.3	1	5	-1.9	-13	2.3	x	9

(more compounds)
Results follow in this order: phage Ecoli inh	PKA-R1A activ	HTR5A ag ctr	AddAB inh	HTR5A inv ag	Mot1-301 SUMO	OPRM1-OPRD1 ag	PfHsp90 yeast 2	Ecoli viability	DSG3 Ab inh	MOR-DOR inv ag
> CC(=O)N1c2ccc(Cl)cc2C2C=CCC2C1c1cccc2ccccc12 (stereo unspecified)
→ x	-4	-2	1.3	1	16	-0.5	23	1.0	107	3
> O=C(COc1cccnc1[N+](=O)[O-])Nc1ccc(S(=O)(=O)N2CCOCC2)cc1
→ 3.2	-1	3	-1.4	-8	12	0.4	9	-1.6	103	-2
> COC(=O)C(C(=O)OC)=C(/C=C/C=C/N(C)C)N(C)C
→ 3.3	-7	4	-0.2	-2	14	1.9	-21	-0.5	107	-10
> COc1ccc(C)cc1NC(=O)CN1CCN(S(=O)(=O)c2ccc(Cl)cc2)CC1
→ 4.3	-2	2	2.0	10	212	-2.7	14	-1.1	111	11
> CN(C)C(=O)c1c(NC(=O)c2ccco2)sc2c1CCCCC2
→ 0.8	-7	-1	-4.3	2	2	-0.6	17	-2.4	99	3
> COc1ccccc1N1CCN(c2ccc(Cl)nn2)CC1
→ 6.5	-12	1	-0.3	-3	x	-0.2	13	0.5	98	1
> O=C(COc1ccc2ccccc2c1)NNC(=O)C(=O)Nc1ccccc1
→ -4.1	-2	2	-5.2	-8	38	1.5	-12	-7.3	96	-12
> Clc1ccc(Oc2nc(N3CCOCC3)nc(N3CCOCC3)n2)cc1
→ 4.1	-2	0	2.2	1	3	-3.1	-21	2.4	99	15
> Cc1ccc(S(=O)(=O)/N=C(/c2ccccc2)N(C)C)c(C)c1
→ 0.9	0	7	2.7	4	18	-0.7	26	0.2	x	5
> COc1ccc(CSc2ncn[nH]2)cc1[N+](=O)[O-]
→ 2.4	3	4	3.5	-18	6	-0.9	3	-0.6	128	5
> COc1ccc(C(=O)N(C)c2c(C)n(C)n(-c3ccccc3)c2=O)cc1OC
→ 0.7	-4	0	5.7	-1	11	-2.7	18	0.4	105	14
> NC(=S)Nc1ccc2c(c1)OCO2
→ -0.5	-7	-2	-0.5	4	-1	-0.7	11	-1.9	109	3
> COc1ccccc1S(=O)(=O)c1c(C)cc(C)[nH]c1=O
→ 1.4	-4	-2	-0.4	9	-1	-0.7	5	-0.2	97	3
> Cc1cc(NS(=O)(=O)c2ccc(NC(=O)c3cnc4scc(C)n4c3=O)cc2)nc(C)n1
→ 2.5	3	-2	-0.3	-2	-2	-2.8	0	-1.3	106	15
> CCCCCCOC(=O)c1ccccc1NC(=O)/C=C/C(=O)O
→ 0.1	0	-1	6.1	11	296	2.8	x	-0.9	84	-16
> Oc1ccc2[nH]cnc2c1CN1CCCCC1
→ 2.2	2	0	0.2	-17	6	-0.1	-8	3.2	110	1
> Cc1ccc(C(=O)NCCCNC(=O)COc2ccc(Cl)c(C)c2)cn1
→ 2.3	-7	2	-1.1	-9	369	2.6	11	3.1	105	-17
> CN1CCN(/N=C/c2c3ccccc3c(Cl)c3ccccc23)CC1
→ 3.2	-7	1	-0.1	-3	141	3.1	x	0.5	114	-15
> O=C(CSc1nn(-c2ccccc2)c(=S)s1)NC1CCS(=O)(=O)C1 (stereo unspecified)
→ 3.5	0	1	6.4	1	395	-2.6	2	0.0	x	13
> COc1ccc2cc(C(c3nnnn3Cc3ccccc3)N3CCCCCC3)c(=O)[nH]c2c1 (stereo unspecified)
→ 1.6	-15	-3	2.2	10	-19	-1.9	6	0.2	103	10
> Cc1ccn2cc(-c3nonc3C)cc2c1
→ -2.8	0	2	-0.8	-7	-31	1.1	5	-1.9	103	-6
